# AI-2 QS mod: Vibrio harveyi AI-2 quorum sensing modulation; Vibrio harveyi JMH597 AI-2 luminescence/OD600 ratio, 9 h; hits give low values; strain lacks LuxN and CqsS sensors; 0 = neutral-control median; 0.4% of 300,000 active; activity change, % at 7.5 µM; AID 2094; in the data active means activity change below about -75%, passing the limit was not always enough;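 further: luminescence divided by OD600 gain over 9 h not by final OD600 alone; inactives centre near 13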
# SKKanGAS inh: blocks kanamycin growth of S. pyogenes SKKanGAS strain. BacTiter-Glo, 6 h. inhibition, % at 7.5 µM. 1.3% of 300,000 active;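 active means mean replicate score, as percent of positive control median, at least 50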;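 further: strain carries kanamycin resistance gene driven by streptokinase promoter and grows in 40 µg/ml kanamycin; loss of luminescence reflects streptokinase promoter inhibition or plain growth inhibition; 0% = median of DMSO wells and 100% = positive control at its reference dose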
# HIF activator: HIF pathway transcriptional activation; 0.32% of 300,000 active; AID 1910; activation, % at 7.5 µM (by protocol); U2OS HRE-luciferase reporter, luminescence; normalized: DMSO 0%, desferrioxamine 100%;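 active means mean activation of at least 10% of the iron chelator positive control signal, with at least half of replicates also reaching 10%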
# HSF1 inhib: HSF1 inhibition. AID 2098. NIH3T3-HGL HSE-luciferase, MG132-induced, luminescence 8 h; hits give low values. 0.77% of 300,000 active. activity change, negative = inhibition, % at 7.5 µM (by protocol);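 active means more than half of replicate wells show activity change below -50%, luminescence cut by over half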;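 further: luciferase reports HSF-1 transcriptional activity via heat shock element; 0% = median of DMSO wells and -100% = zero luminescence signal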
# HSP90 refold inh: blocks HSP90-mediated luciferase refolding in reticulocyte lysate | Rabbit reticulocyte lysate, luciferase refolding luminescence, 3 h | inhibition, % at 5.6 µM | 0.91% of 290,000 active | AID 1789;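 active means inhibition above the screen-wide mean plus 3 SD, computed separately per campaign, cut at about 16% in these data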;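 further: 0% = DMSO wells and 100% = 60 µM geldanamycin wells; inhibitors lower the luminescence because luciferase stays unfolded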
# Platelet DG rel: platelet dense granule release activity; human platelet-rich plasma, SFLLRN dense granule ATP release, luminescence; inhibition, %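 (compounds screened at 7.5 µM in platelet-rich plasma)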; 0.22% of 300,000 active; AID 1663;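 active means mean replicate score, as percent of positive control, at or above 50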
# IEC-6 tox: counter-screen for KLF5 inhibitors: cytotoxicity in IEC-6 cells | IEC-6 cytotoxicity, luminescence viability | inhibition, % at 5 µM | 0.78% of 290,000 active; in the data active means inhibition above about 22%;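 further: 0% = plate median of test compound wells and 100% = cytotoxic reference compound wells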
# KLF5 inh: kruppel-like factor 5 inhibition | 0.23% of 290,000 active | DLD-1 KLF5 promoter-luciferase reporter, luminescence | inhibition, % at 5 µM;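 active means inhibition above a per-plate limit of that plate's mean compound inhibition plus 3 SD, cut at about 60% in these data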;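 further: 0% = DMSO wells and 100% = LY294002 at 200 µM; higher means less KLF5 promoter-driven luciferase light; inactives centre near -14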
# aSyn 5UTR inh: 5' untranslated region of α-synuclein, MLPCN primary screen. 0.82% of 300,000 active. inhibition, % (tested at 7.5 µM). AID 1813. alpha-synuclein 5'UTR reporter, inhibitor activity; in the data active means inhibition above about 60%;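 further: H4 neuroglioblastoma cells stably carrying SNCA 5'UTR luciferase fusion; 0% = DMSO wells and 100% = positive control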
# HSF-1 act: increases HSF-1 driven luciferase reporter signal. NIH3T3-HGL HSF-1 luciferase reporter, MG132, 8 h; 100% = twice DMSO control signal. AID 504408. 1.7% of 300,000 active. activation, % at 9 µM;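 active means mean replicate activation of at least 50% with a set share of replicates each reaching 50%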;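 further: 0% = median of the neutral control wells and 100% = twice that signal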
# Starred values were filed as active, the others as inactive; / = not tested or not shown.
SMILES,AI-2 QS mod,SKKanGAS inh,HIF activator,HSF1 inhib,HSP90 refold inh,Platelet DG rel,IEC-6 tox,KLF5 inh,aSyn 5UTR inh,HSF-1 act
COc1ccccc1CNC(=O)Cn1nnc(-c2ccncc2)n1,19,-4,-7.6,-3,2,-1,-9,-42,8,2
COc1cccc(OCc2nnc(SCc3cc(=O)[nH]c4ccccc34)o2)c1,24,-9,0.4,0,-1,-11,4,8,11,4
O=C(O)c1ccc(NCc2ccncc2)cc1,25,-2,-0.6,-12,1,0,-6,-3,4,-14
Cc1nnc(SCC(=O)NC(=O)NC(C)(C)C)s1,16,8,0.2,-2,-1,4,0,-53,1,-11
O=C(N/N=C/c1cccn1-c1ccc(O)cc1)c1cccc2ccccc12,-4,14,0.4,5,4,-4,4,-25,10,-15
CC1CCCCN1C(=O)CSc1nnc(Cc2ccccc2)n1C (stereo unspecified),11,1,2.5,-3,-2,/,8,-7,6,23
CNC(=O)c1nn(-c2ccc(Cl)cc2)ccc1=O,15,-4,-0.4,-1,2,12,8,14,6,2
CCOC(=O)C(=Cc1ccc(-n2ccnc2)cc1)C(=O)OCC,34,0,3.1,72,1,0,6,3,-48,128*
COc1ccccc1CN1CCNC(=O)C1CC(=O)O (stereo unspecified),1,-8,-0.3,-4,-2,19,0,-12,-6,-6
CC(C)c1ccc(/C=C/C2=NNC(=O)CC2)cc1,18,8,3.0,36,1,4,55*,-119,87*,33
CC(C)C[C@H](NC(=O)N1CC(=O)Nc2ccccc21)C(=O)N1CCC(C(=O)O)CC1,17,-3,0.1,3,-1,-4,-3,-8,0,-5
CCC(C)N=Cc1c(NCc2ccco2)nc2c(C)cccn2c1=O (stereo unspecified),13,-1,-0.4,-11,0,-1,2,-8,4,4
Cc1ccc(C2c3c(-c4ccccc4O)n[nH]c3C(=O)N2Cc2ccncc2)cc1 (stereo unspecified),43,-10,-0.1,11,3,-2,5,4,-15,41
CC1CCCCC1NC(=O)/C(C#N)=C/c1ccccc1F (stereo unspecified),14,9,-0.5,1,-2,2,-9,-13,-1,-13
Cc1nn(C(C)(C)C)c(NC(=O)c2ccccc2)c1C#N,19,2,-0.2,-2,2,2,3,-33,3,3
Nc1cc(=O)[nH]c(SCc2ccc(Cl)cc2Cl)n1,22,4,-0.8,-1,1,-6,4,-3,-1,-26
CCOc1ccc(-c2nnn(CC(=O)c3ccc4c(c3)OCCO4)n2)cc1OCC,10,10,1.4,1,1,-4,-4,-26,18,15
CCOC(=O)c1ccc(N2C(=O)c3n[nH]c(-c4ccco4)c3C2c2cccc([N+](=O)[O-])c2)cc1 (stereo unspecified),40,13,1.8,-32,1,14,-9,-16,-5,-46
CCNc1nc(NC(C)C)nc(Oc2ccc(OCc3ccccc3)nn2)n1,-5,-2,0.9,1,1,-3,3,9,33,-13
N#C/C(=N\Nc1ccc([N+](=O)[O-])cc1)C(=N)N1CCOCC1,15,-6,2.9,10,1,6,6,-66,-109,23
CC(NC(=S)Nc1c(Br)cccc1OC(F)F)C(C)(C)C (stereo unspecified),16,-1,-0.7,-4,5,-17,0,-17,-3,5
COc1ccccc1Nc1c([N+](=O)[O-])cncc1[N+](=O)[O-],25,9,-0.1,3,1,0,-11,-18,-10,-17
COc1ccc(C(=O)NCCNc2nc3ccc(C)cc3cc2C#N)cc1OC,3,-10,0.4,-5,10,-4,0,-58,22,0
COC(=O)/C=c1\[nH]c2nnc(C)n2c1=O,8,4,-0.2,-10,3,4,1,-7,9,9

# In the list so far, these have a COOH group.
SMILES,AI-2 QS mod,SKKanGAS inh,HIF activator,HSF1 inhib,HSP90 refold inh,Platelet DG rel,IEC-6 tox,KLF5 inh,aSyn 5UTR inh,HSF-1 act
O=C(O)c1ccc(NCc2ccncc2)cc1,25,-2,-0.6,-12,1,0,-6,-3,4,-14
COc1ccccc1CN1CCNC(=O)C1CC(=O)O (stereo unspecified),1,-8,-0.3,-4,-2,19,0,-12,-6,-6
CC(C)C[C@H](NC(=O)N1CC(=O)Nc2ccccc21)C(=O)N1CCC(C(=O)O)CC1,17,-3,0.1,3,-1,-4,-3,-8,0,-5

# Other compounds.
SMILES,AI-2 QS mod,SKKanGAS inh,HIF activator,HSF1 inhib,HSP90 refold inh,Platelet DG rel,IEC-6 tox,KLF5 inh,aSyn 5UTR inh,HSF-1 act
O=C(NCc1ccncc1)C(F)(F)C(F)(F)C(=O)NCc1ccncc1,10,5,-0.2,-6,3,-17,-4,2,9,-12
COc1ccc(NC(=O)CSc2ccccn2)cc1OC,18,5,-0.1,2,-1,0,-5,-8,-6,3
O=S(=O)(c1cnccc1N1CCN(/N=C/c2ccc(Br)cc2)CC1)N1CCCCC1,32,18,-0.3,-5,1,-4,-3,11,23,-6
O=C(Cc1ccccc1Cl)N1CCN(c2ncccn2)CC1,29,4,0.3,-3,-1,0,2,-23,27,1
Cc1oc(-c2cccs2)nc1CN1CC[C@@](O)(c2ccccc2)[C@H]2CCCC[C@@H]21,24,-13,-0.6,-4,4,-4,10,16,2,-2
O=C1CC(SC2=NCCS2)C(=O)N1c1ccc(Br)cc1 (stereo unspecified),11,-5,0.2,-18,-5,0,5,-33,-7,-33
CC(C)[C@H](NC(=O)N1CC(=O)Nc2ccccc21)C(=O)N1CCC[C@H]1C(=O)O,6,4,0.1,-2,0,5,1,-6,23,0
COc1ccc(C2N(c3cc(C)on3)C(=O)C3CCCN32)cc1OC (stereo unspecified),4,-7,-0.2,0,1,-1,4,-7,-7,3
COc1ccc(C(=O)NCCc2c[nH]c3ccccc23)cc1S(=O)(=O)N1CCOCC1,22,/,/,/,0,/,0,16,/,/
COC(=O)[C@@H](NC(=O)Nc1ccccc1F)C(C)C,16,-9,-0.1,5,-3,6,-3,14,1,-9
C[C@H](NC(=O)N1CCn2c1nc1ccccc12)C(=O)NC1CC1,11,-3,-0.3,-3,-1,8,5,-19,20,20
C=CCn1c(SCC(=O)Nc2nnc(C)s2)nnc1C1CC1,-12,-7,0.4,2,0,-6,-3,-16,6,42
NS(=O)(=O)c1cccc(NC(=O)C2CC(=O)N(Cc3ccco3)C2)c1 (stereo unspecified),-6,-3,-1.2,-12,2,-6,-3,2,23,-5
CCCCN(C(=O)c1cc(-c2ccco2)nc2ccccc12)c1c(N)n(CCCC)c(=O)[nH]c1=O,39,18,-46,12,/,4,/,/,18,11
CCN1CSC(=S)N(Cc2ccc(OC)cc2)C1,11,3,0.0,-7,-2,0,-7,-14,-36,-12
Cc1ccc(S(=O)(=O)CCC(=O)OCC(=O)N2c3ccccc3CC2C)cc1 (stereo unspecified),11,-4,-0.4,0,/,-2,/,/,14,-1
CCC1(CC)NC(=O)N(CC(=O)OCC(=O)Nc2ncc(Cl)cc2Cl)C1=O,7,5,-0.6,5,/,7,/,/,-13,0
COc1cc2c(cc1OC)C(C)N(C(=O)Nc1ccc(F)cc1)CC2 (stereo unspecified),5,-1,4.7,0,0,-1,17,1,-48,3
CC(C)(C)c1ccc(C(=O)Nc2ccc(NC(=O)c3ccco3)cc2)cc1,23,9,0.5,-13,-2,4,-7,-10,-15,-8
Cc1ccc(-c2nc3ccccc3c(=O)n2N)cc1,14,-6,0.6,10,-2,-8,-3,-5,1,7
O=C(N=C1c2ccccc2CN1c1ccc(F)c(F)c1)c1cccnc1,44,/,1.3,7,0,9,-3,-31,-84,35
COC(CNC(=O)c1ccc2c(c1)ncn2-c1cccc(C)c1)OC,3,-3,-0.8,0,-1,4,1,-15,-10,-9
CC(C)COc1ccc(Cc2cnc(N)nc2N)cc1,14,28,0.3,-6,4,-3,8,-5,-19,6
CC1(C(=O)N2CC3(CC(c4ccccc4)=NO3)C[C@H]2C(=O)NCC(N)=O)CC1 (stereo partly specified),30,4,-1.8,0,-2,5,-2,-48,20,-5
Cc1cccc(NC(=O)CSc2nnc(CNC(=O)c3ccc(S(=O)(=O)N(C)C)cc3)n2-c2ccc(F)cc2)c1,28,6,-8.8,-3,-2,19,2,-13,30,3
CSc1nsc(SCC(=O)Nc2ccc(Cl)c(C(=O)O)c2)n1,18,-6,0.5,-6,1,-4,1,1,8,13
CC(C)CC(=O)Nc1ccc2c(c1)nc(CCN1CCOCC1)n2C,0,5,-0.6,-7,4,2,-8,-22,17,2
O=C(/C=C/c1ccccc1)N1CCN(Cc2nc3ccccc3c(=O)[nH]2)CC1,18,3,-0.2,-11,-2,3,3,5,10,8
COc1ccc(-c2nc(N)c(C#N)c(-c3cccnc3)c2C)cc1,9,-5,-1.1,4,-7,7,1,-26,21,-8
O=C1S/C(=C\c2ccc(N3CCOCC3)o2)C(=O)N1Cc1c(F)cccc1Cl,-12,0,0.1,185,-2,-11,0,-8,-15,251*
COC(=O)Cn1c(=O)c2c(nc(Br)n2CC(=O)OC)n(C)c1=O,17,3,-0.1,-7,-1,11,-3,-34,-20,-6
COc1ccc(CNS(=O)(=O)c2ccc(F)c(C(=O)Nc3ccccc3OC)c2)cc1,17,0,0.1,-2,-2,5,4,-12,-7,6
COC(=O)c1ccc(C(=O)OC)c(NC(=O)CSCc2ccc(Cl)cc2)c1,7,14,0.1,/,-4,0,-3,-1,7,/
O=C(NNS(=O)(=O)c1ccccc1)c1ccccc1-n1cccc1,21,-5,-0.4,-2,-4,-21,-4,-27,-13,0
C/C(=N/NC(=O)CNC(=O)CCc1ccccc1)c1ccc(Cl)cc1,10,-3,-0.1,-4,1,-15,-2,-26,-6,9
CCOCCCNC(=O)C1CCC(CNS(=O)(=O)c2ccc(OC)cc2)CC1 (stereo unspecified),47,13,-0.3,-14,-3,2,4,2,1,-5
COc1cc(C2Nc3c(F)cccc3C3C=CCC32)cc(Br)c1OC (stereo unspecified),27,21,-0.3,2,4,0,8,4,-2,14
COC(=O)CN(c1cc(C(F)(F)F)ccc1Cl)S(C)(=O)=O,23,-8,-0.2,-2,-3,6,-4,-13,3,0
COc1cccc(N(C(=O)c2snc(C(N)=O)c2N)C(C(=O)NCC2CCCO2)c2ccc(F)cc2)c1 (stereo unspecified),9,-5,1.4,3,1,-1,-8,1,-4,1
NC(=O)c1ccc(-n2nc(C(F)(F)F)c3c2CCCC3)cc1,9,-3,0.7,2,0,4,5,-24,-32,16
O=C(c1cccc(C(F)(F)F)c1)C1CCCN(C(=O)CCCN2CCCC2=O)C1 (stereo unspecified),-3,-8,-0.3,7,7,-4,0,-26,-25,-7
Cc1ccc(Cc2cnc(NC(=O)c3cccs3)s2)cc1,-45,78*,3.6,34,4,1,1,-173,-91,65*
CC(=O)c1cccc(NC(=O)N2CCN(S(C)(=O)=O)CC2)c1,21,1,0.6,0,-1,-5,2,3,-10,8
Cc1ccc(-n2c(-c3cc(C)n(C)n3)n[nH]c2=S)cc1,16,-2,-1.5,-1,-6,-3,0,-19,-4,-10
O=C1N(Cc2cccnc2)C[C@@H]2C[C@@H](c3ccc4nonc4c3)N3CCC[C@@]123,6,-8,-0.4,-2,5,11,6,-25,1,8
COC(=O)c1sc(=S)n(-c2cc(F)ccc2F)c1N,8,-9,0.0,4,0,-6,-4,-17,-15,17
Cc1ccc(NNC(=O)C(O)(c2cccc(C(F)(F)F)c2)c2cccc(C(F)(F)F)c2)cc1,-6,29,-0.1,0,1,-6,0,17,6,29
O=C(Nc1cc(Oc2ccccc2)cc([N+](=O)[O-])c1)C12CC3CC(C1)CC(n1cnc(Cl)n1)(C3)C2,16,17,-1.0,0,-1,6,-15,-26,18,23
